RBBP9 inhibitor: human RBBP9 hydrolase inhibition; O75884; recombinant RBBP9, FP-Rh probe fluorescence polarization; inhibition, % at 7.94 µM; hit rate 0.2% among 220,000; AID 1515;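 active means inhibition above the campaign mean of all tested compounds plus 3 SD, cut at about 14% in these data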;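 further: plate controls were DMSO wells with RBBP9 for no effect and wells lacking RBBP9 protein for full effect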
Target sequence (O75884 whole entry, looked up): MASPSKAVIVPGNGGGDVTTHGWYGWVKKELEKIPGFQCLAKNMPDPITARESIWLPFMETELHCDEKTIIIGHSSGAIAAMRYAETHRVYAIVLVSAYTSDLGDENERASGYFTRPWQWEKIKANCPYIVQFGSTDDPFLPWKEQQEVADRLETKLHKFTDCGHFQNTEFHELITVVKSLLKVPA
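Assay system: recombinant human RBBP9; Reagent: Serine-hydrolase probe FP-Rh, 375 nM pre-mixing; Doses: 7.94 µM single dose, 0.794% DMSO; Incubation: 30 min then 45 min, 25 °C; Detection: fluorescence polarization (mP), excitation 525 nm, emission 598 nm; Evaluation: percent inhibition from mP, scaled between DMSO and no-protein wells.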
TRPML3 agonist: human mucolipin-3 channel agonism; Q8TDD5; HEK293 TRPML3-YFP, Fluo-8 calcium fluorescence; 100% = the carbachol control signal; activation, % at 3 µM; hit rate 0.29% among 220,000; AID 1448;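 active means activation above its plate's cutoff, the mean activation of the plate's test wells plus 3 SD, cut at about 12% in these data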;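 further: 0% = DMSO only wells and 100% = carbachol wells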
Target sequence (Q8TDD5 whole entry, looked up): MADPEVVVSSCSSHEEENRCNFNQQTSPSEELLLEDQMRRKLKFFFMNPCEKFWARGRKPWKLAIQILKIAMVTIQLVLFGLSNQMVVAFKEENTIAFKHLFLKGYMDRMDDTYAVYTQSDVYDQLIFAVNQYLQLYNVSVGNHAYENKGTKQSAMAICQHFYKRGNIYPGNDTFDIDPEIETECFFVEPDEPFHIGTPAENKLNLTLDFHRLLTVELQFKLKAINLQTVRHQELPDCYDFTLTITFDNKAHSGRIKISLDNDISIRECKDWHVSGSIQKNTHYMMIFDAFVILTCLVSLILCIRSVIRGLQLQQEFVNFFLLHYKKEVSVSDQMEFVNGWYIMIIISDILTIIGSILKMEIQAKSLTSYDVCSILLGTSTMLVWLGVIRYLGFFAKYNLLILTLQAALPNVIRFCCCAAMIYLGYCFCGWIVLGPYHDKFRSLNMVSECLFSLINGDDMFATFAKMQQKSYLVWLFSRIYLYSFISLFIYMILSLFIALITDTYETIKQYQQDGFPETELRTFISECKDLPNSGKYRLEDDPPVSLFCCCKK
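Test system – HEK293 line with stable expression of human TRPML3-YFP channel · Control set – carbachol 87 µM final as high control (100%), DMSO as low control (0%) · Signal – Fluo-8 calcium dye fluorescence, ex 470-495, em 515-575 nm · Incubation – 1-h 37 °C dye load, 5-s basal, 120-s post-compound reads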
TNF death inh: TNF-alpha cell death inhibition in Jurkat FADD-/- cells. hit rate 0.068% among 220,000. Jurkat FADD-/- TNF necroptosis rescue, ATP luminescence, 24 h; 0 = TNF only, 100 = no-TNF cells. activation (protection from cell death), % at 10 µM;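 active means activation, meaning protection from cell death, of at least 50% relative to plate controls; inactive means activation below 50%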;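 further: necroptosis triggered by 40 ng/mL TNF-alpha added together with compound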
Ba/F3 V617F tox: lowers viability of Ba/F3 cells expressing EpoR and JAK2V617F; AID 1446; hit rate 1.1% among 220,000; ATP luminescence; inhibition, % at 5.6 µM;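 active means inhibition above the campaign mean plus 3 SD over all tested compounds, cut at about 24% in these data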;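 further: cytokine-independent growth of Ba/F3 cells driven by EpoR plus mutant JAK2; 0% = DMSO-treated cells and 100% = JAK inhibitor I control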
Wee1 degr inh: inhibitors of human Wee1 degradation | HeLa Luc-Wee1K328M stability, luciferase luminescence; 100% = proteasome inhibitor MG132 effect | AID 1321 | reporter increase, % at 5 µM | hit rate 1.2% among 220,000 | P30291;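 active means activation above the mean of all tested compounds plus 3 SD, set per screening run, cut at about 8.8% in these data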;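 further: cells exposed to compound for 20 h before luminescence read; 0% = DMSO alone and 100% = MG132 at 30 µM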
BaF3 parental: reduces parental Ba/F3 cell viability, JAK2V617F counter-screen; CellTiter-Glo ATP luminescence; inhibition, % at 5.6 µM; hit rate 1.1% among 220,000;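 active means inhibition above a per-campaign cutoff, the mean inhibition of all tested compounds plus 3 SD, cut at about 27% in these data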;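 further: 0% = DMSO wells and 100% = JAK Inhibitor I control wells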
PPC-1+TRAIL kill: kills PPC-1 cancer cells in the presence of TRAIL; hit rate 0.41% among 220,000; AID 1443; PPC-1 cells + TRAIL, ATPLite viability luminescence; cell killing (% activity), % at 4 µM;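 active means cell killing above 50% in the first pass at 4 µM, then a duplicate retest at 5 µM averaging 50% or more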;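 further: plate controls were cells with TRAIL plus DMSO for no effect and medium-only wells lacking cells for full effect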
CHOP inh: inhibitors of CHOP induction in ER stress response | CHO-K1 CHOP-promoter luciferase, tunicamycin-induced, 15-18 h | inhibition, % at 10 µM | hit rate 3.8% among 220,000 | AID 2732;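 active means compounds that reduced the stress-induced luciferase reporter signal by more than about 70% of percent inhibition, limit read from the data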;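 further: 0% = tunicamycin plus vehicle and 100% = wells without tunicamycin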
TRPN1 ag: zebrafish TRPN1 (NompC) channel agonism; activation, % at 3 µM; hit rate 0.18% among 220,000; HEK293 zebrafish TRPN1-YFP, Fluo-8 calcium fluorescence; 100% = response to 87 µM carbachol;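 active means activation above its plate's cutoff, the mean activation of test wells on that plate plus 3 SD, cut at about 19% in these data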;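 further: 0% = DMSO alone and 100% = 87 µM carbachol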
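Material: zebrafish TRPN1-YFP in HEK293 cells; Doses: single test compound dose, 3 µM nominal, 0.3% DMSO; Timing: dye loading 1 h at 37 °C, then 30 min room temperature; Technique: intracellular calcium fluorescence with Fluo-8; Benchmarks: high carbachol 87 µM, low DMSO alone.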
Numbers without * were called inactive; · = no result given.

SMILES | RBBP9 inhibitor | TRPML3 agonist | TNF death inh | Ba/F3 V617F tox | Wee1 degr inh | BaF3 parental | PPC-1+TRAIL kill | CHOP inh | TRPN1 ag
CC(=O)OCc1c(C)cc(C)c(/C=C(/C#N)C(N)=O)c1C | -7 | 0.9 | 0.0 | -3 | 1 | 2 | 9 | -4 | -0.3
O=C(O)CSc1nnc(-c2cccc(S(=O)(=O)N3CCOCC3)c2)n1-c1cccc(Cl)c1 | -6 | 0.5 | -0.2 | 0 | 3 | -5 | 1 | -4 | 1.8
COc1cc(Cl)c(C)cc1NC(=O)CSc1nnc(-c2cccnc2)n1Cc1ccco1 | -11 | -0.3 | -0.5 | -2 | 1 | 1 | 9 | 24 | -1.0
COc1cnc(-c2ccccc2)nc1Oc1cccc(C)c1C | -5 | -0.8 | -1.5 | 1 | -2 | 4 | -14 | 78* | -0.7
CCCCn1c(SCC(=O)Nc2cc(C)on2)nc2c1c(=O)n(C)c(=O)n2C | -10 | 0.1 | 0.3 | 2 | -2 | 2 | 0 | 5 | 1.2
COc1cccc(NC(=O)c2cc(-c3cccnc3)nc3c(Cl)cccc23)c1 | -6 | 0.2 | -6.7 | -2 | 1 | 2 | -4 | 55 | -1.4
COc1ccc(C(=O)N2CCCC(c3nc(-c4cccs4)no3)C2)cc1 (centres undefined) | -1 | 0.7 | 1.0 | 0 | 2 | 3 | 2 | -34 | 2.3
CC1=C(C(=O)Nc2ccc(C)cc2C)C(c2cccs2)NC(=S)N1 (centres undefined) | -9 | 0.6 | -1.7 | -2 | 3 | 6 | 23 | -4 | 0.2
Cc1ccc(-c2cnc3n2CCCCC3)cc1 | 0 | 1.0 | 0.5 | 0 | 1 | 3 | 8 | -6 | 2.4
Cc1ccccc1CSCCNS(C)(=O)=O | -5 | 0.0 | -0.4 | 1 | 0 | 4 | -13 | 28 | 0.2
Cc1ccc(S(=O)(=O)N2CCC[C@H]2C(=O)OCC(=O)c2ccc3c(c2)NC(=O)CO3)cc1 | -9 | 3.3 | -2.1 | 2 | -4 | -5 | 5 | 5 | 10
COc1ccc(C(C(=O)NC(C)(C)C)N(CC2CCCO2)C(=O)CCC(=O)Nc2cc(C)on2)cc1 (centres undefined) | -6 | 0.2 | -0.1 | -2 | 1 | 4 | 5 | -15 | -0.4

A second format for some results above.
Structure	RBBP9 inhibitor	TRPML3 agonist	TNF death inh	Ba/F3 V617F tox	Wee1 degr inh	BaF3 parental	PPC-1+TRAIL kill	CHOP inh	TRPN1 ag
COc1cccc(NC(=O)c2cc(-c3cccnc3)nc3c(Cl)cccc23)c1	-6	0.2	-6.7	-2	1	2	-4	55	-1.4
COc1cnc(-c2ccccc2)nc1Oc1cccc(C)c1C	-5	-0.8	-1.5	1	-2	4	-14	78*	-0.7

Later entries
SMILES | RBBP9 inhibitor | TRPML3 agonist | TNF death inh | Ba/F3 V617F tox | Wee1 degr inh | BaF3 parental | PPC-1+TRAIL kill | CHOP inh | TRPN1 ag
C/C(=C\C(=O)Nc1cscc1C)C(=O)O | -2 | 0.1 | 2.5 | -1 | 1 | 4 | 13 | 13 | -0.3
O=C(NC1CCCc2ccccc21)C1CCC(CNS(=O)(=O)c2cccc3nsnc23)CC1 (centres undefined) | -9 | 0.1 | -0.4 | -2 | -3 | 4 | 18 | 39 | -0.2
O=C(N/N=C/c1ccccc1C(F)(F)F)c1ccc(O)cc1 | -4 | -0.3 | 0.4 | -2 | 1 | 4 | 24 | 11 | -2.0
CCN(CC)S(=O)(=O)c1cccc(-c2nnc(SC(C)C(=O)NCCC3=CCCCC3)o2)c1 (centres undefined) | -11 | -0.1 | -8.3 | 1 | -1 | 3 | · | 42 | 0.7
Cc1cccc(N2CCN(C(=O)c3ccncc3)CC2)c1C | 2 | 0.6 | -9.2 | 5 | 3 | 7 | -16 | · | -0.4
Nc1nnc(CSc2ccc(Cl)cc2)s1 | -7 | 1.8 | 23 | -3 | 2 | 0 | 3 | 28 | 2.2
O=C(Nc1ccc2c(c1)OCCO2)C1CCN(S(=O)(=O)c2ccccc2)CC1 | -9 | 0.8 | 0.0 | 4 | -1 | 2 | 9 | 27 | 1.6
Cc1ccc(O)c(C(CC(=O)NC2CCCCC2)c2ccccc2)c1 (centres undefined) | -5 | -0.4 | -0.9 | 5 | 0 | 8 | 16 | 31 | -2.6
COc1cccc(/C=N/NC(=O)c2ccc([N+](=O)[O-])cc2Cl)c1O | -2 | 1.1 | -17 | -5 | -2 | -2 | 12 | 70* | 1.8
Cc1ccc(C(=O)COC(=O)c2cccc(N3C(=O)c4c(C)nc5ccccc5c4C3=O)c2)cc1C | 1 | 0.5 | 1.8 | 4 | -2 | 10 | 20 | 19 | -0.1
Cc1ccc2nc(-c3ccccn3)cc(C(=O)NC(C)C(C)(C)C)c2c1 (centres undefined) | -8 | 0.4 | -0.5 | -1 | 0 | 3 | 4 | 8 | -1.0
Cn1c(Cl)cnc1C(O)(c1ccccc1)c1ccccc1 | -6 | 0.3 | 2.8 | -3 | 0 | 1 | -6 | 22 | -0.8
NC(=O)C1CCN(C(=O)CCC(=O)c2ccc(Br)cc2)CC1 | -8 | 0.7 | 0.4 | -1 | 6 | 3 | 0 | -5 | 0.2
CC(=O)N(Cc1cccs1)C1CCOC(C)(C)C1 (centres undefined) | -6 | 0.8 | -1.9 | -1 | -2 | 0 | 8 | -7 | -1.1
CCOC(=O)Cc1nnc(NC(=O)C(CC)Sc2nc(C)cc(=O)[nH]2)s1 (centres undefined) | -5 | 1.2 | 1.3 | -2 | 2 | 7 | 8 | 15 | 0.2
Cc1ccccc1[C@@H]1C(C#N)=C(N)S[C@H]1C(=O)c1ccccc1 | -6 | 0.0 | -1.0 | 0 | 1 | 8 | 2 | 46 | -1.1
Cn1c(COc2ccccc2)nnc1SCCN1CCOCC1 | -9 | 1.2 | -2.3 | 1 | 0 | 1 | 9 | 1 | -0.1
Cc1ccc(C)c(Oc2cc(NC(=O)CCCn3nc(C)c([N+](=O)[O-])c3C)cc([N+](=O)[O-])c2)c1 | -21 | 0.8 | -0.1 | -1 | 5 | 5 | 19 | 80* | 0.2
Cc1ccc(OCC(=O)Nc2cccc(O)c2)cc1C | 8 | -0.9 | -3.2 | -3 | 3 | 7 | 25 | 18 | -0.8
CN1CCC(=NNC(=O)c2cc(-c3ccc(Cl)cc3)n[nH]2)CC1 | -2 | -0.1 | 2.2 | 0 | 5 | 0 | -2 | 6 | 1.0
O=C(Nc1ccccc1C(F)(F)F)N1CCN(C(c2ccccc2)c2ccccc2)CC1 | 2 | -0.2 | -2.0 | 2 | -2 | 5 | 22 | 60 | -1.9
CCCCNS(=O)(=O)c1ccc2nc(SCC(=O)c3ccccc3OC)[nH]c2c1 | -11 | 1.3 | -3.2 | -2 | -1 | 5 | 18 | 34 | 1.7
CCc1cc(=O)oc2cc3occ(-c4ccc(OC)c(F)c4)c3cc12 | -4 | 0.3 | -6.2 | 2 | -5 | 8 | 18 | -5 | 0.1
O=C(C1CCN(S(=O)(=O)c2ccc(Cl)cc2)CC1)N1CCOCC1 | -3 | 1.5 | -0.3 | -3 | 0 | 5 | 26 | 40 | 0.0
CC1(C)CC(CCC(=O)Nc2ccc(S(N)(=O)=O)cc2)C(=O)O1 (centres undefined) | -9 | -0.1 | -1.1 | 1 | 4 | 6 | -16 | -1 | -0.9
CCOC(=O)C(NC(=O)OC(C)C)(Nc1nccs1)C(F)(F)F (centres undefined) | 4 | 0.7 | -1.0 | -2 | -2 | 3 | 28 | 1 | 2.1
Cc1cccc(Nc2nc3c(c(=O)n(C)c(=O)n3C)n2CC(O)CO)c1 (centres undefined) | -4 | -0.3 | -3.4 | -2 | -2 | 3 | 13 | -7 | -0.4
CCCn1c(=O)c(C(=O)Nc2ccccc2)c(O)c2ccccc21 | -9 | 0.8 | -1.4 | -3 | 1 | 0 | 15 | -3 | 0.3
Cc1ccc(C(=O)N[C@H](C(=O)OCC(=O)c2ccc[nH]2)C(C)C)cc1 | -2 | -0.6 | 1.5 | -2 | 3 | 0 | 6 | 24 | -1.6
CN(C)/C=N/c1nc2nccc(-c3cccs3)n2n1 | -3 | 0.1 | -0.4 | 2 | -1 | 2 | 3 | 4 | 1.0
Cn1c(N)c(C(=O)COC(=O)c2cncc(Br)c2)c(=O)n(C)c1=O | -6 | 0.6 | 0.1 | -1 | 0 | 1 | 5 | -11 | -0.1
O=C(CSc1ncn(-c2ccccc2)n1)Nc1ccc(Br)cn1 | -3 | -0.2 | -0.4 | 0 | 1 | 5 | 8 | 0 | -0.3
Cc1cccc(OCC(=O)Nc2ccc(C(=O)NCc3cccnc3)cc2)c1 | -3 | 3.2 | -11 | 12 | -2 | -4 | 7 | 9 | 5.5
CCOc1ccc(N(CC(=O)NC2CCCC2)C(=O)CCCC(=O)Nc2ccccn2)cc1 | 2 | -0.3 | 0.8 | -2 | 0 | 2 | 15 | 17 | -1.2
O=C(NNC1=Nc2ccccc2SC1)c1cccc([N+](=O)[O-])c1 | -8 | -0.6 | -3.3 | 5 | 1 | -1 | 11 | -16 | 1.1
COC(=O)c1ccc(COC(=O)c2[nH]c(C)c(C(C)=O)c2C)o1 | -5 | 3.4 | -5.8 | 6 | 0 | 4 | 19 | 28 | 7.3
O=C(Cn1c2c(c(=O)n3ncnc13)CCC2)N/N=C/c1cccs1 | 2 | 0.5 | 5.4 | -5 | 0 | 0 | -6 | 21 | 0.7
COc1c(Br)cc(Br)cc1/C=C1/C(=O)N=C(N)N1C | -4 | 0.7 | -0.1 | 5 | -3 | 9 | 28 | 4 | -0.2

3 of these compounds in a different format.
structure	RBBP9 inhibitor	TRPML3 agonist	TNF death inh	Ba/F3 V617F tox	Wee1 degr inh	BaF3 parental	PPC-1+TRAIL kill	CHOP inh	TRPN1 ag
CCCn1c(=O)c(C(=O)Nc2ccccc2)c(O)c2ccccc21	-9	0.8	-1.4	-3	1	0	15	-3	0.3
Cc1ccc(C(=O)N[C@H](C(=O)OCC(=O)c2ccc[nH]2)C(C)C)cc1	-2	-0.6	1.5	-2	3	0	6	24	-1.6
CN(C)/C=N/c1nc2nccc(-c3cccs3)n2n1	-3	0.1	-0.4	2	-1	2	3	4	1.0

Outcome played no part in choosing rows. Share with any hit: about 6.8%.
